Screening results from PubChem.
All columns: NCI-60 one-dose screen, growth in % after 48 h at 10 µM unless noted; 100 = growth as untreated, 0 = no growth, -100 = all killed.
HCC-2998 = HCC-2998 colon cancer; hit rate 4.7% among 79,000
SF-539 = SF-539 CNS cancer. hit rate 6.8% among 81,000
DU-145 = DU-145 prostate cancer; hit rate 4.2% among 81,000
PC-3 = PC-3 prostate cancer cells; hit rate 3.9% among 80,000; AID 1794754
SW-620 = SW-620 colon cancer; hit rate 5.2% among 82,000
SNB-19 = SNB-19 CNS cancer cells; hit rate 2.5% among 81,000; AID 1794751
KM12 = KM12 colon cancer cells; AID 1794800; hit rate 5% among 82,000
SNB-75 = SNB-75 CNS cancer; hit rate 5% among 79,000
HT29 = HT29 colon cancer | hit rate 7.4% among 81,000 | AID 1794748
An asterisk follows results filed as active; . = not tested or not shown; & = joins results of further samples; [ ] = remark or other dose. The calls were made as follows: active = growth percent below 10; inactive = the rest.

SMILES	HCC-2998	SF-539	DU-145	PC-3	SW-620	SNB-19	KM12	SNB-75	HT29
CCOc1ccc2nc3ccc(Cl)cc3nc2c1	70	93	92	100	91	98	94	108	90
N#Cc1c(-c2ccccc2)nc2c(c(-c3ccc(Cl)cc3)nn2-c2ccccc2)c1-c1ccccc1	111	98	104	96	105	101	105	105	100
COCCOC(=O)C1=C(C)NC(C)=C(C(=O)OC(C)C)C1c1cccc([N+](=O)[O-])c1 (centres undefined)	94	107	119	80	110	99	97	109	102
CSc1nc(Cl)cc(=O)[nH]1	103	98	109	86	103	.	99	75	103
C#CCn1cnc2c(Nc3cccc(NC(=O)C=C)c3)ncnc21	105	67	86	71	100	90	96	66	91
CCn1cc(C(=O)N[C@H]2C(O)[C@@H](O)C(CO)O[C@H]2O)c(=O)c2cc(F)c(N3CCN(C(C)=O)CC3)cc21 (some centres undefined)	117	102	109	103	104	104	102	102	107
CCOc1ccc(CO)cc1	107	109	106	83	100	108	107	83	98
Fc1ccc(Nc2csc(-c3ccccn3)n2)cc1Cl	107	99	108	93	97	102	98	68	106
O=C1Nc2ccccc2/C1=C\c1cccc(/C=C2/C(=O)Nc3ccccc32)n1	-84*	-73*	-90*	-28*	-76*	-83*	-83*	-72*	2.4*
CCOC(=O)c1csc(NC(=O)CSc2nc3sc4c(c3c(=O)n2-c2ccc(Cl)cc2)CCCC4)n1	121	104	107	92	103	96	109	86	122
COC(=O)C1=CC=C[C@H]2[C@@]3(CC[C@@H](C)[C@@]2(CCc2ccoc2)C(=O)O3)C1	96	111	107	78	102	104	97	96	72
Cc1nc2ccccc2c(=O)n1/N=C\c1ccc2c(c1)CCC2	115	101	110	109	111	102	106	114	113
FC(F)(F)c1nc2nccnc2[nH]1	105	102	114	100	113	111	103	107	103
COc1ccc(-c2cnc(SCC(=O)Nc3ccc(-c4nc5ccccc5s4)cc3)n2-c2ccc(OC)cc2)cc1	.	102	120	97	110	99	113	93	93
Cn1ccnc1C(=O)C1CC1c1ccc(CC(=O)Nc2ccc(Br)cc2)cc1 (centres undefined)	102	105	106	92	100	98	91	89	111
O=c1[nH][n+](-c2cccc([N+](=O)[O-])c2)no1	68	71	68	71	46	93	30	81	95
CC(=O)OC[C@]12CC[C@@H]([C@@H](C)c3nnc(-c4ccncc4)o3)[C@@H]1[C@H]1CC[C@@H]3[C@@]4(C)CC[C@H](OC(C)=O)C(C)(C)[C@@H]4CC[C@@]3(C)[C@]1(C)CC2	101	94	102	34	66	83	94	103	64
COc1ccc(-c2nn(-c3ccccc3)cc2/C=c2\sc3nc(Cc4ccccc4)nn3c2=O)cc1	119&100	101&95	104&102	98&91	107&100	99&95	100	104&96	104&107
COc1cc(-c2nc(-c3nnc(-c4ccccc4Cl)o3)c3ccccn23)cc(OC)c1OC	95	88	99	74	104	101	80	79	91
NC(=O)c1cc(I)ccc1NC(=O)COc1ccc(Cl)cc1Cl	95	97	111	86	80	99	68	113	85
CCOC(C)c1ccccc1 (centres undefined)	.	100	108	100	102	96	107	97	97
C(=N\N1CCCCCC1)/c1ccc2ccccc2n1	88	93	101	95	98	97	92	101	96
COc1cccc(/C=N\NC(=O)c2ccncc2)c1O	57	56	52	47	62	53	63	57	68
Cc1ccc(C)c2c1sc1nc(N3CCOCC3)c(C#N)c(=N)n12	115	108	112	69	107	.	96	91	119
CC(=O)N1N=C(c2ccccc2)CC1c1cc(-c2cc3ccccc3o2)n(-c2ccccc2)n1 (centres undefined)	111	92	106	92	.	95	102	99	99
CC(=O)c1nc2ccccc2n1CCNC(N)=O	96	80	93	72	58	92	66	24	36
CCN1C(=O)N(CC)C2C1NC(=S)N2/N=C/c1ccc(C(F)(F)F)cc1 (centres undefined)	74	80	91	60	55	74	56	49	44
CC(=O)Nc1ccc(-c2cn(-c3cccc(C(=O)Nc4cc(Cl)cc(Cl)c4)c3)nn2)cn1	143	95	116	110	134	111	104	126	114
CS(=O)(=O)Nc1ccc(C(=O)N/N=C/c2cccc(O)c2)cc1	99	96	108	91	104	101	102	94	108
CCCCCCCCCCCCCCCCNC1=C(Cl)C(=O)c2ccccc2C1=O	94	112	88	81	94	102	103	78	103
CCN1CCN(c2cc(C)nc(N(CCCNc3ccnc4cc(Cl)ccc34)Cc3ccc4c(c3)OCO4)n2)CC1	-42*	-89*	20	16	-3.5*	16	30	-15*	-12*
C=C1C(=O)O[C@H]2[C@H]1CC/C(COC(=O)C(=O)c1c[nH]c3ccc(Cl)cc13)=C\CC[C@@]1(C)O[C@@H]21	-76*	-78*	-96*	-74*	-75*	-72*	-73*	-97*	-53*

Shown with each value named: entries from further up
structure: CCN1C(=O)N(CC)C2C1NC(=S)N2/N=C/c1ccc(C(F)(F)F)cc1 (centres undefined)
  HCC-2998 = 74
  SF-539 = 80
  DU-145 = 91
  PC-3 = 60
  SW-620 = 55
  SNB-19 = 74
  KM12 = 56
  SNB-75 = 49
  HT29 = 44

structure: CC(=O)Nc1ccc(-c2cn(-c3cccc(C(=O)Nc4cc(Cl)cc(Cl)c4)c3)nn2)cn1
  HCC-2998 = 143
  SF-539 = 95
  DU-145 = 116
  PC-3 = 110
  SW-620 = 134
  SNB-19 = 111
  KM12 = 104
  SNB-75 = 126
  HT29 = 114

structure: CS(=O)(=O)Nc1ccc(C(=O)N/N=C/c2cccc(O)c2)cc1
  HCC-2998 = 99
  SF-539 = 96
  DU-145 = 108
  PC-3 = 91
  SW-620 = 104
  SNB-19 = 101
  KM12 = 102
  SNB-75 = 94
  HT29 = 108

structure: CCCCCCCCCCCCCCCCNC1=C(Cl)C(=O)c2ccccc2C1=O
  HCC-2998 = 94
  SF-539 = 112
  DU-145 = 88
  PC-3 = 81
  SW-620 = 94
  SNB-19 = 102
  KM12 = 103
  SNB-75 = 78
  HT29 = 103

New compounds follow
SMILES	HCC-2998	SF-539	DU-145	PC-3	SW-620	SNB-19	KM12	SNB-75	HT29
COc1cc(-c2c(-c3ccccc3)noc2C(=O)Nc2ccc(Br)cc2)c(OC)c2c1OCO2	104	53	90	88	93	51	93	18	91
O=C(Cc1ccccc1Nc1c(Cl)cccc1Cl)NN1C(=O)/C(=C/N2N=C(c3ccc(Cl)cc3)CC2c2ccc(Cl)cc2)SC1=S (centres undefined)	106	89	100	90	98	86	96	77	96
CCn1cc(C(=O)O)c(=O)c2cc(F)c(N3CCN(S(=O)(=O)c4c(C)cc(C)cc4C)CC3)cc21	82	80	99	61	95	90	87	71	95
O=C1c2ccccc2C[C@]12C(c1ccc(F)cc1)=NOS2=O (some centres undefined)	93	99	108	93	104	102	104	100	106
O=C(/C=C/c1cccnc1)c1ccccc1O	100	101	108	92	105	95	96	110	105
CC(=O)Nc1cccc(-c2cc3ccccc3[nH]2)c1	102	106	105	86	100	95	93	88	101
O=C(/C=C/c1cn(-c2ccccc2)nc1-c1ccc(Cl)cc1)NNC(=O)Nc1ccc(Cl)cc1	104	106	105	91	102	94	111	90	111
CC/C(=C(\c1ccc(OCCN2CCCCCC2)cc1)c1ccc(OC(=O)C2CCCCC2)cc1)c1ccc(OC)cc1	100	94	104	88	87	102	95	93	39
Cc1ccc2c(NCCCN(C)C)c3c(C)nn(C)c3nc2c1	59	36	.	29	23	63	33	26	18
COc1ccc(N=C2NN=C(c3ccccc3)CS2)cc1	97	112	133	107	107	103	102	101	97
CCCCN(C(C)=O)c1ccccc1	97	103	115	106	96	100	90	84	99
c1cncc(-c2nc3cnccn3c2NCCN2CCOCC2)c1	97	94	109	89	93	100	97	82	99
Cn1c(N)c(NC(=O)CC#N)c(=O)n(C)c1=O	103	.	102	103	109	98	102	96	100
OC(c1cc(C(F)(F)F)nc2c(C(F)(F)F)cccc12)C1CCCCN1 (centres undefined)	20	83	79	37	73	54	33	33	-67*
NC(=O)SCC(=O)Nc1ccc(NC(=O)CSC(N)=O)cc1	110	105	122	86	103	105	111	97	110
COC(=O)[C@H]1CCCN1C(=O)[C@@H]1CCCN1C(=O)[C@@H](Cc1c[nH]c2ccccc12)NC(=S)Nc1cc(C(F)(F)F)cc(C(F)(F)F)c1	56	90	82	50	81	81	68	69	81
COc1cc2c(cc1OC)CN(S(N)(=O)=O)CC2	95	99	115	94	108	94	112	84	107
CCOC(=O)C(=CC(C)C)C(=O)OCC	106	107	115	129	101	103	100	101	112
Cc1c(C(=O)N[C@@H](Cc2ccccc2)C(O)C(=O)NCCc2ccccn2)[nH]c2ccccc2c1=O (some centres undefined)	103	101	106	101	103	91	103	71	105
NC(=O)c1ccc(S(N)(=O)=O)cc1	108	97	109	97	104	100	102	78	72
C/C(=N\Nc1ccc(S(N)(=O)=O)cc1)c1ccc(N=Nc2c(Nc3ccccc3)[nH][nH]c2=O)cc1	-25*	-77*	14	20	18	-5.2*	3.7*	21	4.5*
C/C(=N\NC(N)=S)c1ccc2cc3c(cc2c1)OCO3	.	97	93	95	95	95	107	139	70
COC(=O)[C@@H](Cc1c[nH]c2ccccc12)NC[C@@H](O)CN1C(=O)/C(=C\c2cc(OC)c(OC)c(OC)c2)c2ccccc21	75	93	75	46	77	66	60	58	41
CCN1CCN(c2nc(-c3ccccc3)nc3oc(-c4ccccc4)nc23)CC1	106	97	110	100	108	98	105	86	107
COc1cnc2c(c1)C(=O)c1c-2n(CCCN2CCCC2)c(=O)c2cc([N+](=O)[O-])ccc12	16	.	3.1*	16	-19*	20	-33*	-3.3*	-59*
c1cc(NCCCCN2CCOCC2)c2ccc3c(ccc4c(NCCN5CCOCC5)ccnc43)c2n1	88	82	81	57	-17*	68	92	87	83
CSc1nc2c(c(=O)[nH]1)C(c1ccc3c(c1)OCO3)C1=C(N2)/C(=C/c2ccc3c(c2)OCO3)CN(C)C1 (centres undefined)	105	109	112	81	99	92	98	87	92
COc1ccc(-n2c(SCc3cc(OC)c(OC)c(OC)c3)nc3ccc(C)cc3c2=O)cc1	76	78	95	75	49	84	35	44	22
CCCCCCCCCCCCCCCCCCOc1cccc(CC(=O)OCCC[N+](C)(C)C)c1	70	89	98	70	94	68	92	82	77
CCOC(=O)c1cn2ncnc(Oc3ccc(NC(=O)NCCN4CCN(C)CC4)c(Cl)c3)c2c1C	89	78	81	50	69	88	91	86	20
CCn1cc(C(=O)O)c(=O)c2cc(F)c(N3CCN(C)CC3)cc21	105	100	114	83	101	102	104	90	104
C=CCC(CC=C)(C(=O)OCC)C(=O)OCC	91	107	111	80	111	97	111	84	105

Full records as entered above. Order of screens: HCC-2998 | SF-539 | DU-145 | PC-3 | SW-620 | SNB-19 | KM12 | SNB-75 | HT29
Shown for `CCn1cc(C(=O)O)c(=O)c2cc(F)c(N3CCN(C)CC3)cc21` : 105 | 100 | 114 | 83 | 101 | 102 | 104 | 90 | 104
Shown for `CCOC(=O)c1cn2ncnc(Oc3ccc(NC(=O)NCCN4CCN(C)CC4)c(Cl)c3)c2c1C` : 89 | 78 | 81 | 50 | 69 | 88 | 91 | 86 | 20

The list continues:
SMILES	HCC-2998	SF-539	DU-145	PC-3	SW-620	SNB-19	KM12	SNB-75	HT29
CC(C)[N+](C)(CCOC(=O)C1c2ccccc2Oc2ccccc21)C(C)C	105	.	117	98	106	106	107	106	109
Brc1cncc(Br)c1	110	105	.	149	104	109	112	89	108
C[N+](C)(C)CCOc1ccccc1Cc1ccccc1	106	98	106	84	101	108	104	79	104
Oc1ccc(CCc2ccccc2)cc1	106	106	116	93	101	109	95	107	104
CC(C)(C)n1cc(-c2ccnc(NCCCNS(=O)(=O)c3ccc(C(F)(F)F)cc3)c2)c(-c2ccccc2)n1	91	60	87	62	90	89	73	64	20
N#Cc1cc(-c2ccnc(Nc3ccc(N4CCN(C5COC5)CC4)cc3)n2)ccc1OC1CCOCC1	81	52	50	66	76	116	74	41	50
Cc1cc(Nc2nc(-c3ccc(F)cc3)nc3ccccc23)n[nH]1	67	67	77	56	49	80	15	-21*	22
c1ccc(CC[n+]2ccccc2)cc1	102	103	103	77	101	91	100	103	105
COc1cc(F)c(Cn2c(-c3c(F)cc(OC)cc3F)nc3c(C)cccc32)c(F)c1	86	97	106	43	87	92	98	75	67
Cn1c(O)c(/C=N/NC(=O)c2ccccn2)sc1=S	50	57	67	.	56	57	58	74	57
CCCC(=S)N1CCN(c2ccccc2)CC1	101	104	116	103	109	96	106	.	110
C#C[C@@]1(O)[C@@H](CO)O[C@@H](n2cnc3c(-c4ccc(F)cc4)ncnc32)[C@@H]1O	99	101	111	98	105	110	104	88	95
C/C(=N\NC(=O)c1ccc(S(N)(=O)=O)cc1)c1cc2cc(Br)ccc2oc1=O	108	97	103	94	94	93	98	77	109
O=C(CN1CCN(c2cc(=O)[nH]c3ccc(F)cc23)CC1)N(c1ccccc1)c1ccccc1	106	101	107	97	104	93	107	71	110
CC(=O)N1N=C(c2ccc(Cl)cc2)CC1c1cn(-c2ccccc2)nc1-c1ccc([N+](=O)[O-])cc1 (centres undefined)	231	94	116	108	99	90	101	73	94
O=C(NCc1ccc(F)cc1)c1cn2cc(Cl)ccc2n1	103	102	104	.	109	105	101	105	106
CCCCCC(CCC)COC(=O)c1ccccc1 (centres undefined)	96	95	106	84	112	105	101	87	102
CN(O)c1nc(N/N=C\c2ccccc2)nc(N2CCOCC2)n1	59	86	88	83	71	89	80	76	65
Cc1cc(=O)[nH]n1-c1c(N)cc(Cl)cc1Cl	.	105	118	100	107	100	108	83	103
COc1ccc(CC(C(=O)O)c2ccccc2)cc1 (centres undefined)	107	107	110	80	97	99	.	95	90
C=C(C)[C@@H]1CC[C@]2(C(N)=O)CC[C@]3(C)[C@H](CC[C@@H]4[C@@]5(C)C/C(=C/c6cccnc6)C(=O)C(C)(C)[C@@H]5CC[C@]43C)[C@@H]12	-16*[100 µM]	-14*[100 µM]	25[100 µM]	12[100 µM]	3.5*[100 µM]	28[100 µM]	-3.1*[100 µM]	41[100 µM]	-45*[100 µM]
